STAT3 activator – activators of IL-6 induced STAT3 signaling | U3A cells, IL-6 STAT3-luciferase reporter, luminescence; 100% = signal with IL-6 EC80 alone | activation (% of control), % at 5.6 µM | 190,000 tested, 0.91% active;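 active means activation above the screen-wide mean of compound activation plus 3 SD, cut at about 130% in these data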;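 further: 0% = background luminescence of wells with medium and substrate only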
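Material: STAT3-luciferase reporter U3A cells; Probe or stimulus: IL-6 (33 ng/mL); Incubation: compound pre-incubation 1 h before IL-6, then 6 h stimulation at 37 °C; Technique: luminescence from STAT3-driven luciferase reporter; Evaluation: % activation versus median of IL-6-stimulated wells; Controls: IL-6-only high control.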
RAM inhibit – blocks the yeast RAM network; S. cerevisiae dse1pr::URA3 reporter, 5-FOA growth OD615, 2 d; analog-sensitive cbk1-as2 kinase mutant strain; inhibition, % at 50 µM; 190,000 tested, 1.8% active;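 active means inhibition above a set limit, 3 SD over mean compound inhibition, cut at about 8.4% in these data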;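 further: 0% = DMSO-only wells with no growth and 100% = 10 µM 1-NA-PP1 full growth; inhibition rescues growth on 5-FOA so higher OD means more RAM inhibition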
STAT3 inh – STAT3 signaling inhibition; U3A cells, IL-6 STAT3-luciferase reporter, luminescence; host cell line lacks STAT1; inhibition, % at 5.5 µM; 190,000 tested, 0.89% active; AID 862;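 active means inhibition above the mean inhibition across all screened compounds plus 3 SD, cut at about 44% in these data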;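 further: 0% = DMSO only wells and 100% = 100 µM nifuroxazide control wells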
STAT1 inh – STAT1 signaling inhibition; NIH 3T3 STAT1-luciferase reporter, IFN-gamma, luminescence; inhibition, % at 5.5 µM; 200,000 tested, 0.35% active; AID 920;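 active means inhibition above a set limit, the mean inhibition across all tested compounds plus 3 SD, cut at about 34% in these data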;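 further: 0% = IFN-gamma with DMSO and 100% = IFN-gamma with 300 µM nifuroxazide; values of inactives mirror those of a sister screen read the other way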
PPARg SRC1 recr – agonists of human PPARgamma SRC-1 coactivator recruitment; PPARgamma-SRC-1 coactivator recruitment biochemical assay; 200,000 tested, 0.41% active; P37231; activation, % at 8 µM; in the data active means activation above about 19%;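 further: 0% = DMSO and 100% = reference agonist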
Target sequence (P37231 whole entry, looked up): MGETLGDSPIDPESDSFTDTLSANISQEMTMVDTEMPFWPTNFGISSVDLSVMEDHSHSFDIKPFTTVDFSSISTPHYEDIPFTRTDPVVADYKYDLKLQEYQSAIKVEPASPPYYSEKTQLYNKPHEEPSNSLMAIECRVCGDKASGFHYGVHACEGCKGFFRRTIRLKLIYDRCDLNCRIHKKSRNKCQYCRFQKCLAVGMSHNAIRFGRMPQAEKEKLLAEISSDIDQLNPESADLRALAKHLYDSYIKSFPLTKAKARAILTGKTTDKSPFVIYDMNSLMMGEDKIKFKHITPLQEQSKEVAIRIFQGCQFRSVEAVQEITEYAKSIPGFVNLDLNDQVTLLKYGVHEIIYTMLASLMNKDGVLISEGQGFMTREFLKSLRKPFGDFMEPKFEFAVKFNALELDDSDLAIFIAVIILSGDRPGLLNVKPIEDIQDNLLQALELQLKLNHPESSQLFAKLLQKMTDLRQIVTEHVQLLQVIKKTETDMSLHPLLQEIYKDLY
SRC2 TRFRET art – TR-FRET artefact, counter-screen to PPARgamma/SRC-2 agonist assay; TR-FRET ratio at 8 µM; hits give high values; AID 1049; 200,000 tested, 0.4% active; in the data active means TR-FRET ratio above about 2000; further: inactives centre near 1500
ROMK mod – modulators of human ROMK potassium channel; P48048; Tet-inducible ROMK, thallium flux fluorescence; actives lie on both sides; B-score at 10 µM; 130,000 tested, 2% active;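 active means signal ratio slope over the read window, or its plate-corrected B-score, at least 3 SD from the plate mean, either direction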;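 further: B-score of the F/F0 ratio slope over 7 to 12 s after thallium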
Target sequence (P48048 whole entry, looked up): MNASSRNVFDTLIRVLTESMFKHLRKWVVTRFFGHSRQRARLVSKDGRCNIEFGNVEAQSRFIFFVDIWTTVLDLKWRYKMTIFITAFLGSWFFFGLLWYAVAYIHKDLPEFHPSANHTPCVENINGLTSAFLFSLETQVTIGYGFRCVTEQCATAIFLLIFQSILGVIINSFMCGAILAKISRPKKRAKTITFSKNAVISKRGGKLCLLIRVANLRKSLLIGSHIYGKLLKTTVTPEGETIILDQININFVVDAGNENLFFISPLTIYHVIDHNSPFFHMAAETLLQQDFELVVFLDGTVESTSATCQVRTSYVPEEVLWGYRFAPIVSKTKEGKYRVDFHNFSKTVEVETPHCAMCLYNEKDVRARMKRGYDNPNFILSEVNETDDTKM
TLR4 MyD88 comp – blocks binding of human TLR4 to MyD88; AID 861; 200,000 tested, 0.18% active; inhibition, % at 8.4 µM; O00206+Q99836; HeLa CL3-4 TLR4/MyD88 BLA complementation, FRET ratio; in the data active means inhibition above about 25%;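 further: 0% = vehicle and 100% = reference inhibitor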
PPARg SRC3 recr – promotes SRC-3 coactivator recruitment by human PPARgamma | P37231 | 200,000 tested, 0.26% active | biochemical PPARgamma/SRC-3 coactivator recruitment assay | activation, % at 8 µM; in the data active means activation above about 23%;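 further: 0% = DMSO and 100% = reference agonist; some compounds past the cut are filed as inactive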
S1P3 antagonist – antagonists of human S1P3 receptor | inhibition, % at 4.98 µM | AID 485 | Q99500 | 170,000 tested, 0.27% active | CHO S1P3 NFAT-BLA reporter, FRET fluorescence, antagonist mode;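 active means inhibition above the plate cutoff, the mean inhibition of test wells on that plate plus 3 SD, cut at about 28% in these data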;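 further: cells challenged with S1P at its EC80 of 0.8 µM; blue over green emission ratio from cleaved BLA substrate after 4 h stimulation; 0% = S1P-stimulated wells and 100% = unstimulated DMSO-only wells; some compounds past the cut are filed as inactive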
PPARg SRC2 recr – promotes SRC-2 coactivator recruitment by human PPARgamma | 200,000 tested, 0.34% active | activation, % at 8 µM | AID 1032 | P37231 | PPARgamma LBD-SRC-2 recruitment, biochemical; in the data active means activation above about 22%;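 further: 0% = vehicle and 100% = reference agonist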
Numbers without * were called inactive; . = not tested or not shown.

SMILES,STAT3 activator,PPARg SRC3 recr,RAM inhibit,S1P3 antagonist,ROMK mod,STAT1 inh,PPARg SRC2 recr,PPARg SRC1 recr,TLR4 MyD88 comp,STAT3 inh,SRC2 TRFRET art
CCN1C(=O)/C(=C/c2ccc(OC)c(OC)c2)N=C1SCC(=O)NCc1ccco1,105.1,2.3,1.9,1.7,-0.301,12.8,13.7,4.8,-10.6,-7.9,1451
Fc1ccc(-n2nnc(-c3cccnc3)n2)cc1,.,1.9,0.7,4.3,.,-50.8,11.6,8.7,-17.4,.,1601
O=C(c1ccc(C(F)(F)F)cc1)C1CCCN(C(=O)CCN2CCCO2)C1 (stereo not drawn),111.2,-0.6,0.8,-9.0,0.046,-12.9,-3.0,3.4,8.7,-10.7,1394
O=S(=O)(c1cccc(NC(=S)N2CCN(c3ccccc3)CC2)c1)C(F)F,92.7,-2.1,7.5,13.5,.,7.1,-0.2,0.3,8.2,11.2,1620
CC(=O)Nc1nc(C(F)(F)F)cs1,99.0,4.3,-0.7,7.6,0.088,9.1,6.9,8.8,-18.2,1.3,1651
Cc1ccccc1-n1nc(SCC(=O)O)sc1=S,98.9,-1.3,1.4,-5.7,-0.00827,2.6,1.1,4.0,-2.8,3.4,1423
Cc1cc(C(=O)COC(=O)CN=C2NS(=O)(=O)c3ccccc32)c(C)n1CCc1ccc(Cl)cc1,86.2,-3.5,3.6,3.7,0.288,9.5,-0.3,-1.0,2.1,19.5,1741
Cc1ccc2c(c1)N(CC(=O)N1CCCCC1c1cccnc1)C(=O)CO2 (stereo not drawn),102.9,-1.3,1.7,-12.5,.,1.2,1.6,-1.1,-3.6,1.5,1456
CSc1ccccc1NS(=O)(=O)c1ccc2c(c1)OCCO2,98.3,1.6,2.0,25.6,.,3.2,7.2,6.1,-16.8,3.5,1869
Cn1c(SCC(=O)NNC(=O)Cc2ccccc2)nnc1-c1ccccc1,98.8,3.7,1.3,-12.2,1.54,2.0,2.9,-1.7,-22.8,3.7,1676
Cc1[nH]c(=O)[nH]c(=O)c1S(=O)(=O)N1CCC(C(=O)N2CCN(c3cccc(C(F)(F)F)c3)CC2)CC1,105.4,-2.3,3.6,-8.5,-0.0177,-9.8,5.0,7.4,0.5,-5.3,1622
Cc1ccc(CC2CC(=O)N(c3nc4ccccc4s3)C2=O)cc1 (stereo not drawn),96.9,3.7,3.0,-11.8,0.0759,-7.0,6.7,6.6,-9.3,10.5,1606
Cc1cccc(NC(=O)CS(=O)(=O)Cc2ccccc2)n1,107.2,3.8,-0.2,.,.,-6.5,-3.4,3.8,-13.2,-7.2,1430
O=C(NCCCO)c1ccc2[nH]c3ccccc3c2c1,92.9,2.8,-0.3,5.8,-0.161,-6.5,8.6,-2.5,-11.3,14.5,1454
Cc1ccc(C)c(NC(=O)COC(=O)CCC(=O)c2cccs2)c1,95.8,0.0,8.0,-17.5,-0.0189,-0.4,-5.2,-7.1,13.1,11.6,1741
COc1cccc(-c2ccc(SCC(=O)c3ccccc3)nn2)c1,98.2,5.0,4.0,-13.8,0.219,-7.0,-0.4,15.1,-3.1,2.8,1713
COc1cc2c(=O)n(Cc3ccco3)c(=O)n(CC(=O)c3ccc(Br)cc3)c2cc1OC,105.4,4.7,11.7*,6.0,.,10.7,1.9,-0.1,-4.7,-2.1,1345
CN=C1SC(CC(=O)Nc2cc(Cl)ccc2Cl)C(=O)N1C (stereo not drawn),103.1,-3.0,1.9,-4.5,0.469,-9.5,6.2,0.6,4.5,-5.4,1585
COc1cc(N2C(=O)c3ccccc3C2=O)c(Cl)cc1C(=O)OCC(=O)N(C)C,99.8,0.5,0.8,6.1,1.18,-2.7,0.6,-2.4,-3.0,6.4,1562
O=Cc1cn(-c2ccccc2)nc1-c1ccc2c(c1)OCCO2,107.5,-9.7,1.6,.,-0.0168,-75.2,-5.3,-0.5,5.0,-7.6,1519
CCCNc1c(N)c(=O)oc2ccccc12,102.4,-0.2,0.0,.,-1.24,2.8,-1.6,4.7,-0.5,3.2,1472
O=C(N/N=C/C=C/c1ccco1)c1cccs1,105.2,6.7,0.4,-12.7,0.134,-28.3,9.2,0.0,7.3,-6.8,1504
COC(=O)c1c(NC(=O)C2CC2)sc2c1CCCC2,101.8,6.5,0.1,-41.5,.,-1.9,-1.2,3.3,3.3,6.8,1627
N#C/C(C(=O)NCc1ccccc1)=C1/N=C(NC(=O)c2cccs2)c2ccccc21,93.3,0.9,5.4,-11.0,.,10.7,5.1,-0.8,-3.7,10.2,1526
N#Cc1cc(Br)ccc1N=C1CCCN1c1ccccc1,113.9,-3.6,-0.3,18.8,-1.26,4.6,0.3,2.7,-0.2,-11.9,1472
COc1ccc(N2CCN(C(=O)c3ccccc3Br)CC2)c([N+](=O)[O-])c1,96.4,3.4,0.0,-5.2,0.804,-5.4,2.9,1.1,8.1,9.1,1504
O=C(Nc1nnc(-c2ccccc2)o1)c1cc(Cl)sc1Cl,93.1,-2.2,0.8,-1.2,2.35*,0.1,4.0,12.1,-22.0,6.0,1606
Cc1ccc(C)c(S(=O)(=O)N2CCN(c3ncccn3)CC2)c1,97.6,2.8,1.7,-7.8,1.11,19.7,9.1,5.2,8.0,4.9,1494
COc1ccc(CC(NC(C)=O)C(=O)NC2CCN(S(=O)(=O)c3ccccc3)CC2)cc1OC (stereo not drawn),103.6,-3.5,0.9,-25.4,.,-2.4,-1.8,-7.5,-1.5,1.0,1453
CCCCCCC(=O)N/N=C1\CCCc2ccccc21,99.1,6.0,4.2,-3.9,0.0506,10.6,-2.5,5.0,-5.6,4.9,1605
O=C(c1ccccc1NS(=O)(=O)c1ccc(Br)s1)N1CCCC1,103.0,0.5,-0.3,4.7,.,3.7,0.6,-4.3,9.7,-1.7,1422
CCN(CC)C(=O)CSc1nc2c(sc(=S)n2-c2ccccc2)c(=O)n1Cc1ccco1,97.1,-9.1,7.9,.,-0.286,-4.2,-3.3,2.1,11.0,6.9,1417
N#Cc1nc(-c2ccc(F)cc2)oc1NCCCn1ccnc1,101.2,-1.8,1.4,7.4,-1.59,-5.3,1.5,5.0,3.9,1.0,1513
CCc1ccc(Nc2nnc(SCC(=O)Nc3cccnc3Cl)s2)cc1,106.3,4.9,1.5,-0.6,.,8.1,-1.6,1.0,-16.7,-1.5,1548
Cc1ccccc1-c1cccc([C@@H]2C[C@H]3CN(Cc4cccnc4)C(=O)[C@]34CCCN24)c1,103.1,2.7,0.6,3.9,-1.28,1.2,9.5,7.2,-4.4,2.2,1600
COc1cccc(-c2nn(-c3ccccc3)cc2CN2CCCO2)c1,94.4,2.3,-0.3,-0.9,-0.167,0.2,3.6,-2.4,4.6,12.0,1477
NC(=O)N(CCC(=O)O)c1ccccc1,77.9,2.7,1.6,-7.5,0.0191,3.0,8.6,-2.7,-5.6,31.6,1458
CCOc1ccc(N(CC(=O)NC2CCCCCC2)S(=O)(=O)c2c(C)noc2C)cc1,103.7,8.4,5.0,17.8,.,4.2,-6.9,-2.9,4.5,4.7,1723
CN(C)Cc1c(-c2ccc(Cl)cc2)nc2ccc(Cl)cn12,81.6,-5.1,-0.5,6.1,-1.31,7.2,-7.1,-6.7,-5.9,25.2,1433
COc1ccc(C(=O)N/N=C/c2ccc(OC)c(CN3CCN(c4ccc(F)cc4)CC3)c2)cc1,107.2,-1.4,0.0,-18.0,-0.662,4.4,0.5,2.5,-0.9,-11.7,1546
CCc1ccc(/C=N/NC(=O)c2c[nH]c3ccccc23)s1,106.3,-2.6,0.6,22.1,.,-59.8,2.8,0.6,2.1,-6.7,1450
Cc1ccc(N(C(=O)c2csnn2)C(C(=O)NC(C)(C)C)c2ccncc2)cc1 (stereo not drawn),111.1,-14.4,-0.9,.,.,-6.4,-10.3,-9.8,-0.1,-1.3,1421
Cc1nnn(C23CC4CC(CC(C(=O)NN)(C4)C2)C3)n1,98.5,6.2,0.6,-1.8,-0.0869,0.7,2.8,5.0,-8.8,6.3,1649
Cc1nnc(SCC(=O)N2CCC(C(N)=O)CC2)s1,100.6,-1.9,1.7,.,0.479,-2.7,7.4,6.5,-9.8,1.5,1570
O=C(COC(=O)CCOc1ccccc1)Nc1ccc(Cl)cn1,101.2,-3.8,1.7,-11.8,-0.457,-4.6,-6.2,-3.9,-5.6,2.1,1424
COc1cccc(/C=N/n2cncn2)c1OCC#N,95.5,1.6,0.7,-15.0,.,-3.3,3.3,6.2,-1.4,11.5,1589
CC(C)[C@H](NC(=O)NC1CCCC1)C(=O)O,97.5,7.5,1.6,21.6,0.126,2.3,3.4,-1.0,-4.5,6.3,1533
CCOc1cc(C(=O)N2CCN(c3ccc(C(C)=O)cc3)CC2)cc(OCC)c1OCC,98.4,2.5,-1.2,-11.2,.,-2.2,11.9,3.4,-5.1,3.0,1504
CCOC(=O)N1CCN(C(=O)COc2cccc3c2CCN(CC)C3=O)CC1,102.2,-2.6,1.6,-7.0,0.817,4.4,5.8,-5.6,-6.1,5.1,1697
CCC(CC)C(=O)Nc1ccc([N+](=O)[O-])cn1,104.2,-1.0,-0.6,3.5,-0.14,-4.5,5.2,3.8,-2.5,1.7,1551
CC(C)Oc1ccc(C(=O)Nc2ccccc2N2CCCC2)cc1,90.9,9.2,1.2,.,1.78,5.4,-7.9,1.7,14.6,10.9,1765
